NadD inh – inhibitors of S. aureus NadD, primary screen, biochemical, colorimetric, uHTS; Nicotinate-nucleotide adenylyltransferase NadD (Staphylococcus aureus N315); purified NadD enzyme, colorimetric absorbance read-out; inhibition, % at 20 µM; 0.78% of 360,000 active; AID 602399, 2012; in the data active = inhibition above about 26%; also: some compounds past the cut are filed as inactive
CSN inh – inhibitors of CSN-mediated cullin deneddylation, primary screen, biochemical, fluorescence polarization, uHTS | AID 651999, 2013 | inhibition, % at 12.5 µM | 0.38% of 360,000 active | Purified CSN, SCF-Nedd8-OG deneddylation | COP9 signalosome complex subunit 5 (Homo sapiens), Q92905;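 active = pattern-corrected inhibition above about 35%, with an unprinted fluorescence ratio check between 0.5 and 1.5, limit read from the data, passing the limit was not always enough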;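 also: 0% = enzyme with substrate and 100% = substrate without enzyme; some results filed as inactive read as strong as hits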
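Test system: purified human Csn5 enzyme expressed in HEK293T cells. Amount: 0.24 nM enzyme. Reagent: SCFSkp2-Nedd8OG substrate at 10 nM final. Schedule: 90 min incubation of compound, enzyme and substrate at room temperature. Detection: fluorescence polarization. Read-out: % inhibition of substrate cleavage by Csn5.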
MsrA inhibitor – bovine MsrA enzyme inhibitors, primary screen, biochemical, absorbance, HTS | Methionine sulfoxide reductase A (Bos taurus) | purified bovine MsrA, absorbance read-out | inhibition, % at 15.5 µM | 0.75% of 360,000 active; in the data active = inhibition above about 4.5%;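 also: 0% = vehicle wells with enzyme and 100% = reference inhibitor wells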
Rpn11 block – Rpn11 (PSMD14) deubiquitinase inhibitors, primary screen, biochemical, fluorescence polarization, uHTS. human 26S proteasome, Ub4-pepOG fluorescence polarization; 20S core pre-blocked with epoxomicin. calls only at 20 µM. 0.59% of 360,000 active. AID 588493, 2011;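 active = inhibition at 20 µM, scaled to each plate's controls, above about 33%, limit read from the data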
LMPTP inh – LMPTP phosphatase inhibitors, primary screen, biochemical, fluorescence intensity, uHTS; Low molecular weight phosphotyrosine protein phosphatase (Homo sapiens), P24666; recombinant LMPTP-A, OMFP fluorogenic substrate; inhibition, % at 20 µM; 0.22% of 360,000 active; AID 651560, 2012;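 active = compounds that cut the enzyme signal by at least half of the control window in the single-dose screen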;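 also: plate controls were DMSO wells with enzyme plus substrate for no effect and substrate without enzyme for full effect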
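Buffer or medium: Bis-Tris pH 6.0, DTT, detergent; Assay system: LMPTP-A enzyme; Quantity: 0.625 nM enzyme; Detection: endpoint fluorescence intensity; Times: 50 min dark incubation at room temperature; Controls: substrate-only low control, DMSO enzyme-plus-substrate high control; Doses: single 20 µM dose; Read-out: percent inhibition versus substrate-only and uninhibited controls; Reagent: 400 µM OMFP.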
Tb MetRS inh – T. brucei MetRS inhibitors, primary screen, biochemical, luminescence. purified T. brucei MetRS, ATP depletion, Kinase-Glo luminescence. inhibition, % at 11.9 µM. methionyl-tRNA synthetase (Trypanosoma brucei brucei). 0.4% of 360,000 active. AID 624268, 2012;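 active = inhibition above a per-plate cutoff of the control wells' mean inhibition plus 3 SD, cut at about 5.5% in these data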;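 also: 0% = DMSO wells median and 100% = median of wells with control inhibitor compound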
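technique = Kinase-Glo luminescence, ATP depletion format | system = purified MetRS (methionyl-tRNA synthetase) enzyme from Trypanosoma brucei | timing = 15 min preincubation, 2 h reaction, all 25 °C | evaluation = percent inhibition versus plate control medians | dosing = single dose, 11.9 µM final nominal, 0.9% final DMSO | also added = substrates ATP, L-methionine and bulk Escherichia coli tRNA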
DNMT1 inh – human DNMT1 methyltransferase inhibitors, primary screen, biochemical, molecular beacon, fluorescence, HinP1I cleavage, uHTS. DNA (cytosine-5)-methyltransferase 1 (Homo sapiens), P26358. inhibition (reported as % activation of signal), % at 10 µM. 0.83% of 360,000 active. AID 588458, 2011; in the data active = inhibition above about 50%
Target sequence (P26358 504-1616 limits assumed): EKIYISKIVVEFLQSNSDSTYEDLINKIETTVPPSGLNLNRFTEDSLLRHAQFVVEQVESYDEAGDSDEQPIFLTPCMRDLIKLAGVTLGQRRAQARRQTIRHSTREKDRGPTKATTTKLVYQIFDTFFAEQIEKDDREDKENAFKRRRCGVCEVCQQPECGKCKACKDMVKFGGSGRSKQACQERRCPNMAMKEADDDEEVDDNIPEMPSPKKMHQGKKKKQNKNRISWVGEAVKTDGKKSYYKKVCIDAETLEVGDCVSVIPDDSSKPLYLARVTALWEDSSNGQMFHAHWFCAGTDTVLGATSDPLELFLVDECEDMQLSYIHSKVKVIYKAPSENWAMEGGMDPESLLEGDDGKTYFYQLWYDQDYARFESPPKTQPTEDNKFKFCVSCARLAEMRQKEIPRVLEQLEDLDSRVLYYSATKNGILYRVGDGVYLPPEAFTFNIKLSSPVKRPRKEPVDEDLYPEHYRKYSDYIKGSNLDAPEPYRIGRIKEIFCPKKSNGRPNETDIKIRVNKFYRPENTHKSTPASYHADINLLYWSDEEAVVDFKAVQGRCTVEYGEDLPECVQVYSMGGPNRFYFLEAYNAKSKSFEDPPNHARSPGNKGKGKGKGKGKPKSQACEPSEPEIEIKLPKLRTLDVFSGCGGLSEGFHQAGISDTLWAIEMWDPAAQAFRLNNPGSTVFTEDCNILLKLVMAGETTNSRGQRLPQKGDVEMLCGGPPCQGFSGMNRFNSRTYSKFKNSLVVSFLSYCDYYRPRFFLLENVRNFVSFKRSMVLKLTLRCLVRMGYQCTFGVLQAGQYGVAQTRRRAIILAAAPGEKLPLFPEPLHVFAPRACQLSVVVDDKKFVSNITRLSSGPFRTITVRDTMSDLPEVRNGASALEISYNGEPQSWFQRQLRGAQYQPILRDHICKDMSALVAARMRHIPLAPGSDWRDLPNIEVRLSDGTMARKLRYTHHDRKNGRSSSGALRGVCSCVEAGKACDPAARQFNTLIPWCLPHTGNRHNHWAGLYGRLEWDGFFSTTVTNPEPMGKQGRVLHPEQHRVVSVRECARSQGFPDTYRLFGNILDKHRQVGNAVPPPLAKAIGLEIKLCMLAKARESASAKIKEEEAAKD
SUMO1-SIM PPI – modulators of SUMO1 protein-protein interactions, primary screen, biochemical, uHTS | 0.33% of 360,000 active | AID 602429, 2012 | Small ubiquitin-related modifier 1 (Homo sapiens), P63165 | SUMO1 binding to a labelled peptide, TR-FRET, 1 h | inhibition, % at 20 µM; in the data active = inhibition above about 37%
Scp-1 inhibitor – Scp-1 phosphatase inhibitors, primary screen, biochemical, colorimetric, uHTS | inhibition, % at 20 µM | Carboxy-terminal domain RNA polymerase II polypeptide A small phosphatase 1 (Homo … | Recombinant Scp1, phosphopeptide, malachite green phosphate absorbance | AID 493091, 2011 | 0.88% of 340,000 active;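 active = inhibition above about 50% at 20 µM, limit read from the data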;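 also: plate controls were DMSO wells with enzyme for no effect and wells lacking enzyme for full effect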
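Test system: SCP-1 phosphatase catalytic domain, residues 76-261 | Compound dosing: One concentration, 20 µM, with 1.0% DMSO | Schedule: 45 min room-temperature reaction, 5 min colour, 30 min stabiliser | Detection: Absorbance at 630 nm | Read-out basis: % inhibition of SCP-1 phosphate liberation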
STEP inh – STEP phosphatase inhibitors, primary screen, biochemical, fluorescence intensity, uHTS; recombinant STEP, OMFP fluorogenic substrate; inhibition, % at 20 µM; 0.25% of 360,000 active; AID 588621, 2011;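 active = inhibition at 20 µM, scaled per plate between control wells, above about 37%, limit read from the data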;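 also: 0% = DMSO with enzyme and substrate and 100% = substrate only without enzyme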
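Material: STEP (striatal-enriched tyrosine phosphatase) enzyme, cell-free; Compound dosing: 20 µM single dose in 1% DMSO; Technique: fluorescence read at 480 nm ex / 540 nm em; Times: reaction 20 min, ambient temperature; Medium: 50 mM Bis-Tris pH 6.0 with 2.5 mM DTT and 0.005% Tween 20; Also added: OMFP at 25 µM.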
Starred values were filed as active, the others as inactive; i = inactive; / = no result given. Compounds were not picked by outcome, and some 3.9% of all compounds hit somewhere here.

cpd	SMILES	CSN inh	MsrA inhibitor	SUMO1-SIM PPI	NadD inh	Rpn11 block	Tb MetRS inh	LMPTP inh	Scp-1 inhibitor	STEP inh	DNMT1 inh
1	CC(C)C(C)N(Cc1ccc(C(=O)O)cc1)C(=O)c1ccc2ccccc2n1 (centres undefined)	-1	2.4	-4	-2	i	-0.3	-5.2	-4	-3	-6
2	CCCC(=O)Nc1sc(Cc2ccccc2)c(C)c1C(N)=O	1	1.1	1	-1	i	0.5	0.8	-10	-1	-3
3	O=C(NC(=S)Nc1nc2c(s1)CCCC2)c1ccccc1	-20	1.3	1	1	i	-0.5	-1.4	7	-2	-2
4	CCOC(=O)c1ccc(S(=O)(=O)N2CCN(C(=O)c3cc4ccccc4o3)CC2)cc1	5	-1.4	1	-2	i	-0.5	0.2	4	-1	34
5	COc1ccc(Cl)cc1NC(=O)CN(C)C(=O)CN1C(=O)NC2(CCCC2)C1=O	0	-0.3	-1	-4	i	-0.7	-0.1	0	2	-2
6	O=S(=O)(Nc1ncn[nH]1)c1ccc(Cl)cc1	5	-0.7	1	-8	i	0.2	-1.2	-1	-3	2
7	COc1ccc2c(c1)C(c1cccs1)=NNC(c1cccnc1)=N2	-7	-1.0	2	7	i	-1.2	3.7	3	3	-17
8	O=C(Cc1ccc(NS(=O)(=O)c2ccc(F)cc2)cc1)NCc1ccccc1	1	0.4	-3	0	i	-0.6	1.1	-10	3	-2
9	COc1cc2c(cc1[N+](=O)[O-])n(C(C)C)c(=O)n2C(C)C	1	8.7*	-6	-4	i	0.0	-0.5	-3	-5	0
10	O=C(NC1=NCCS1)c1ccc(Cl)c(S(=O)(=O)N2CCCCC2)c1	2	1.3	-1	4	i	-0.2	-0.1	1	0	1
11	COc1ccccc1CNC(=O)c1cc(C2CC2)nc2c1cnn2C(C)C	0	-0.7	5	0	i	-0.2	0.7	-5	3	7
12	CN(C)C(CNC(=O)c1cc(Br)c(Br)s1)c1ccco1 (centres undefined)	-4	0.5	-3	0	i	0.4	-0.1	/	-1	0
13	Cc1cc(Cl)nc(-c2ccccc2)n1	-1	-0.2	0	-5	i	0.4	-1.9	-9	-3	0
14	C#Cc1cccc(C(=O)N2CCCC(CCC(=O)NCc3ccccc3F)C2)c1 (centres undefined)	-4	-0.5	1	-6	i	-0.9	-2.2	-8	-2	0
15	S=c1[nH]nc(-c2ccccc2)n1/N=C/c1ccc(Cl)cc1	1	-0.9	1	1	i	-0.2	3.5	-8	2	3
16	O=C(NCC(c1cccs1)N1CCOCC1)c1ccccc1NS(=O)(=O)c1ccc(Br)cc1 (centres undefined)	-2	-0.8	5	8	i	0.4	-0.4	-8	1	-10
17	CCc1cc(=O)oc2cc(C)cc(OCC(=O)N3CCC[C@@H]3C(=O)O)c12	-4	0.6	5	1	i	1.0	-1.4	4	1	-2
18	Cn1nc(-c2ccccc2)c(/C=N/O)c1Cl	-6	0.3	0	-4	i	-0.1	-0.8	-2	-1	2
19	O=C(Nc1ccccc1C(=O)N1CCCCC1)C1CCCCC1	-2	-0.9	1	-2	i	-0.3	-0.8	-8	-2	2
20	Cc1cccc(Cn2cnc3c(nnn3Cc3ccccc3F)c2=O)c1	2	-1.1	1	-11	i	0.5	-0.5	-11	0	-3
21	CCOC(=O)N1CCC(N2CCN(S(=O)(=O)CC)CC2)CC1	-1	/	0	1	i	-0.3	-2.0	7	-2	2
22	O=C(c1ccc(Br)cc1)C1CCc2occc2C1=O (centres undefined)	7	-0.5	3	2	i	-0.2	0.6	1	6	11
23	N#Cc1c(SCC(=O)Nc2cccc(C(F)(F)F)c2)sc2c(O)cc(=O)[nH]c12	11	2.4	13	13	i	0.2	13	54*	5	7
24	O=C(NCc1ccc(Cl)s1)C1CCC(=O)N(CCc2ccccn2)C1 (centres undefined)	-2	-0.1	-4	4	i	0.1	-1.1	-6	-1	-1

Only Rpn11 block (three entries from above):
no.	Molecule	Rpn11 block
19	O=C(Nc1ccccc1C(=O)N1CCCCC1)C1CCCCC1	i
20	Cc1cccc(Cn2cnc3c(nnn3Cc3ccccc3F)c2=O)c1	i
21	CCOC(=O)N1CCC(N2CCN(S(=O)(=O)CC)CC2)CC1	i

(next part)
cpd	SMILES	CSN inh	MsrA inhibitor	SUMO1-SIM PPI	NadD inh	Rpn11 block	Tb MetRS inh	LMPTP inh	Scp-1 inhibitor	STEP inh	DNMT1 inh
25	Cc1ccc(NC(=O)C2CCN(S(=O)(=O)c3ccc(F)cc3)CC2)cc1	-4	-1.6	-2	-8	i	0.2	-1.0	-10	2	-1
26	O=C(COC(=O)c1cc(Cl)ccc1Cl)NC1CCCC1	-2	2.8	1	-1	i	-0.9	-0.6	-2	0	0
27	Cc1ccc(NC(=O)COc2cccc(C)c2C)cc1S(=O)(=O)N1CCCCCC1	-7	-0.1	2	-8	i	0.0	4.8	-11	3	-4
28	CCCCNC(=O)N1CCN(C/C=C/c2ccccc2)CC1	-4	0.8	-1	-2	i	-0.8	-0.9	-2	2	-1
29	CC(=O)NC1=NN(C(C)=O)C(C)(CCS(=O)(=O)c2ccc(Cl)c(Cl)c2)S1 (centres undefined)	-1	-0.7	0	-8	i	-0.5	-3.1	-7	-3	0
30	COC(=O)CSc1nc(NC(C)C)nc(N(C)C)n1	-8	-0.4	2	-4	i	0.0	-1.3	-7	-2	6
31	COc1ccccc1C1NC(=O)NC(C)=C1C(C)=O (centres undefined)	0	-0.5	2	0	i	-0.7	-0.9	3	2	3
32	O=C(Nc1ccccc1NC(=O)c1ccccc1Cl)c1ccccc1Cl	-2	0.7	-3	-2	i	-0.1	-0.4	-4	0	-3
33	O=C1c2ccccc2C(=O)N1CCN1CCOCC1	-1	-0.1	1	1	i	-0.1	-1.9	-4	1	-1
34	Cc1ccnc(N2C(=O)c3cccc4c([N+](=O)[O-])ccc(c34)C2=O)c1	-25	12*	-35	8	i	0.6	-0.7	-3	0	27
35	CC(C)(C)OC(=O)NCc1ccc(NC(=O)c2nc[nH]c2C(=O)N[C@@H](Cc2ccccc2)C(=O)OC(C)(C)C)cc1	2	0.1	6	30*	i	-0.1	3.1	-9	-2	-43
36	O=S(=O)(c1ccccc1)N1CCN(C2CCCCCCC2)CC1	4	-0.4	1	-3	i	0.1	-1.8	-7	-1	0
37	CCOC(=O)N1CCN(C(=O)COc2cc(=O)n(CC)c3ccccc23)CC1	1	0.5	0	-9	i	-0.4	-1.9	-4	-2	7
38	CC(C)NC(=O)N(C)C[C@@H]1OCc2ccccc2-c2c(n(C)c3ccccc23)C(=O)N([C@@H](C)CO)C[C@@H]1C	0	-0.6	1	-2	i	-1.3	-2.4	/	-1	7
39	CCOCCCNC(=S)N1CCC(NC(=O)C2CCCCC2)CC1	9	1.7	20	7	i	-0.5	-0.4	-1	-1	-1
40	O=C(c1ccco1)N1CCN(Cc2cccnc2)CC1	1	-1.1	-1	10	i	-0.4	-3.1	-5	-5	1
41	Cc1ccc(S(=O)(=O)N[C@H](C(=O)N2CCC(C(=O)NCC(=O)O)CC2)C(C)C)cc1	-3	-0.1	-1	-6	i	0.2	-2.8	-13	-6	0
42	COc1ccc(NC(=O)C2CC(=O)OC23CCOC(C)(C)C3)cc1 (centres undefined)	3	-1.0	-3	1	i	-0.3	-0.8	-3	3	-1
43	COCCN(CC(=O)Nc1cccc(C)c1C)C(=O)CN1C(=O)NC2(CCCCC2)C1=O	0	0.4	-2	9	i	-0.4	-0.4	43	0	3
44	Cn1c(=O)c2cc(NC(=O)CCc3cccnc3)ccc2n1Cc1cccc(C(F)(F)F)c1	15	-0.5	0	4	i	0.2	1.2	/	-3	-5
45	Cc1ccc(NC(=O)CSc2nnc(NC3CC3)s2)cc1S(=O)(=O)N1CCOCC1	0	-0.6	5	1	i	-0.3	-1.9	/	-2	3
46	CC(C)(C)c1ccc(NC(=S)NCc2cccnc2)cc1	0	0.9	-1	-2	i	-0.8	-0.4	-8	0	-2
47	CC(=O)c1ccc(N2CCN(C(=O)CCCn3c(=S)[nH]c4cc5c(cc4c3=O)OCO5)CC2)cc1	5	0.7	-7	46*	i	2.3	31	-10	5	-2
48	COc1ccc(-n2cc(-c3ccccc3)c3c(N4CC(C)OC(C)C4)ncnc32)cc1 (centres undefined)	0	1.2	1	3	i	-0.2	2.3	10	0	-1
49	CCCCCCC(=O)NNC(=O)CC(=O)Nc1ccccc1C(=O)O	0	0.3	4	1	i	-0.8	-1.2	3	-3	4
50	CC(C)(C)CN1CCC(Oc2cccc(C(=O)N3CCNC(=O)C3(C)C)c2)CC1	-6	-0.3	1	-7	i	-0.2	-1.6	-4	-1	2

Reformatted: 2 of the compounds above.
[44] Cn1c(=O)c2cc(NC(=O)CCc3cccnc3)ccc2n1Cc1cccc(C(F)(F)F)c1
  CSN inh = 15	MsrA inhibitor = -0.5	SUMO1-SIM PPI = 0	NadD inh = 4	Rpn11 block = i	Tb MetRS inh = 0.2	LMPTP inh = 1.2	Scp-1 inhibitor = /	STEP inh = -3	DNMT1 inh = -5
[46] CC(C)(C)c1ccc(NC(=S)NCc2cccnc2)cc1
  CSN inh = 0	MsrA inhibitor = 0.9	SUMO1-SIM PPI = -1	NadD inh = -2	Rpn11 block = i	Tb MetRS inh = -0.8	LMPTP inh = -0.4	Scp-1 inhibitor = -8	STEP inh = 0	DNMT1 inh = -2
